# Compound activity as filed in PubChem BioAssay.
# KCNK3 inh: human KCNK3 channel inhibitors, primary screen, CHO cells, FluxOR thallium flux, B-score; 0.84% of 340,000 active; B-score at 10 µM; AID 602410, 2012; FluxOR fluorescence; active compounds read low;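 active means B-score under library mean minus 4 SD, starting fluorescence ratio at most library mean plus 5 SD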;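 further: more negative B-score means stronger inhibition of thallium flux through KCNK3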
# Target sequence (O14649 whole entry, looked up): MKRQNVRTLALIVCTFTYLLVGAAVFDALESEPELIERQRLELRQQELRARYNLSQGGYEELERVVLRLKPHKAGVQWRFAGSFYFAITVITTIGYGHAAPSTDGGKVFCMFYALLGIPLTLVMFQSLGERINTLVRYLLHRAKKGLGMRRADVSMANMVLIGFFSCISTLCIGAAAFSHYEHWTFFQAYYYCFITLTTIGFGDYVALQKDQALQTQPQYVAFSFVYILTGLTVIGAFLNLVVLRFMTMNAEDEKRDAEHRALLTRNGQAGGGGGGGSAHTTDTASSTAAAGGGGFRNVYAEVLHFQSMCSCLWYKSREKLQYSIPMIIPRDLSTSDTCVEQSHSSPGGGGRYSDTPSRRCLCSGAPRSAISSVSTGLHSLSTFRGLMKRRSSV
# DYRK1A inh: rat Dyrk1A kinase inhibitors, primary screen, biochemical, single point, plate reader | Dual specificity tyrosine-phosphorylation-regulated kinase 1A (Rattus norvegicus), Q63470 | ADP-Glo luminescence, NFATc1 peptide | inhibition, % at 12.5 µM | 0.43% of 310,000 active | AID 504441, 2011; in the data active means inhibition above about 50%;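 further: plate controls were vehicle with enzyme for no effect and no enzyme for full effect; many of its hits are not listed in these tables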
# * hit, by the source's call; i = inactive.
SMILES,KCNK3 inh,DYRK1A inh
CN(C(=O)COC(=O)c1ccc(Cl)c(S(=O)(=O)NCc2ccccc2)c1)C1CCS(=O)(=O)C1 (stereo not drawn),i,-3
COCCN(CC(=O)Nc1cccc(C)c1C)C(=O)Cc1sc(C)nc1-c1ccc(F)cc1,i,-1
CC(Sc1nncn1C)C(=O)Nc1ccc2ccccc2c1 (stereo not drawn),i,12
CC1(c2ccccc2Cl)NC(=O)N(CC(=O)N2c3ccccc3NC(=O)C2(C)C)C1=O (stereo not drawn),i,-2
Cc1cccc(C(=O)OCC(=O)N2CCCC2=O)c1O,i,-4
Fc1ccc2cnc(-c3ccccc3F)cc2c1,i,17
COc1ccc(S(=O)(=O)N(C)C)cc1NC(=O)c1ccc2c(c1)NC(=O)C(C)S2 (stereo not drawn),i,-1
CCc1ccccc1NC(=O)CNC(=O)CNC(=O)Cc1ccccc1,i,-2
O=C(Nc1ccon1)c1nc[nH]c1C(=O)N1CCc2ccccc2C1,i,5
O=C(COC(=O)c1ccc(S(=O)(=O)N2CCCC2)cc1)Nc1ccccc1,i,0
Cc1ccc(CC(=O)NNC(=O)c2cccs2)cc1C,i,-4
COc1ccc(-c2sc3ccc(N4CCOCC4)cc3c2-c2ccc(O)cc2)cc1,i,-3
C=CC[C@H](CC(=O)OC(C)(C)C)C(=O)OC[C@H]1CCCN1C(=O)[C@@H](CC=C)CC(=O)N(CCO)Cc1ccccc1,i,5
COc1cc2c(cc1[N+](=O)[O-])-c1ccccc1C2,i,-2
CC(=O)OCC(=O)C1(O)CCC2C3CCC4=CC(=O)CCC4(C)C3(Cl)C(O)CC21C (stereo not drawn),i,9
CC1CCc2sc(C(=O)N3CCC(C(N)=O)CC3)cc2C1 (stereo not drawn),i,-4
c1ccc(C[C@H]2CN=C(Nc3ccccc3)N2CCCC2CCCCC2)cc1,i,-1
CCOC(=O)C1CCN(C(=O)COC(=O)/C=C/c2ccccc2)CC1,i,5
Cc1cccc(NC(=O)c2nc[nH]c2C(=O)NC2CCN(C(=O)OC(C)(C)C)CC2)c1,i,-12
Cc1cc(C)n2c(SCc3c(C)noc3C)nnc2n1,i,2
CC1CC(C)CN(C(=O)CNC(=O)c2sc3ccccc3c2Cl)C1 (stereo not drawn),i,23
COC1(C2=NCCN2)COc2ccccc2O1 (stereo not drawn),i,7
O=C(c1ccccc1Cc1ccccc1)N1CCN(S(=O)(=O)c2ccccc2F)CC1,i,6
COc1ccccc1C(=O)N1[C@@H](C(C)C)COc2cc(Br)ccc2S1(=O)=O,i,3
O=C(CSc1nnc(COc2ccc(Cl)cc2)n1Cc1ccco1)N1CCNC1=O,i,-5
COCCN(C(=O)COC(=O)CSc1ccc(Cl)cc1)c1c(N)n(CC(C)C)c(=O)[nH]c1=O,i,9
CC(=O)N1CCC(=NNS(=O)(=O)c2cccc([N+](=O)[O-])c2)CC1,i,-3
COc1ccc([N+](=O)[O-])cc1NS(=O)(=O)c1cccc(C(=O)OC2CCOC2=O)c1 (stereo not drawn),i,10
COc1ccc(NC(=O)CN2C(=O)NC3(CCCCC3C)C2=O)cc1OC (stereo not drawn),i,0
O=C(NCCc1ccccc1)c1ccc2c(c1)S(=O)(=O)c1cc(Cl)ccc1C2=O,i,4

# One compound at a time (already shown).
# Shown for O=C(CSc1nnc(COc2ccc(Cl)cc2)n1Cc1ccco1)N1CCNC1=O = KCNK3 inh: i; DYRK1A inh: -5
# Shown for CC1CC(C)CN(C(=O)CNC(=O)c2sc3ccccc3c2Cl)C1 (stereo not drawn) = KCNK3 inh: i; DYRK1A inh: 23

# Going on with the list:
SMILES,KCNK3 inh,DYRK1A inh
O=C(CN1C(=O)NC2(CCc3ccccc32)C1=O)c1ccc(Br)s1 (stereo not drawn),i,1
O=C(NCc1ccccc1)/C(=N\O)c1ccccc1,i,1
CCCNC(=O)C(Cc1cccc(OC)c1)NC(=O)c1ccc(C#N)cc1 (stereo not drawn),i,0
CCc1nc2ccc(C(=O)N(C)CC(=O)Nc3ccc(F)c(F)c3F)cc2nc1CC,i,-5
Cc1ccc(NC(=O)CN(C)C(=O)c2ccc3[nH]c4c(c3c2)CC(C)CC4)cc1 (stereo not drawn),i,-2
CC(=O)c1ccc(OCCCC(=O)NNC(=O)c2ccccn2)cc1,i,-2
CC[C@@H]1CCCCc2ccccc2[C@@H](C(=O)C[C@H](O)CC(C)=O)OC1=O,i,1
Cc1cc2oc(=O)cc(-c3ccccc3)c2c(C)c1-c1ccc(O)cc1,i,-1
COCc1cc(C)nc(NC2CCCCC2)c1C#N,i,0
CCN(C[C@H]1N[C@@](CC)(C(=O)OC)[C@H]2C(=O)N(C)C(=O)[C@@H]12)C(=O)Nc1ccc(C)cc1,i,-4
O=C(Cc1ccccc1)NCCCNC(=O)Cc1ccccc1,i,4
COc1ccccc1C(=O)NCCC(=O)Nc1ccc(S(=O)(=O)N2CC(C)CC(C)C2)cc1 (stereo not drawn),i,1
Cc1cc(C)c(S(=O)(=O)N2CCN(C(=O)c3c(C)noc3C)CC2)c(C)c1,i,3
O=C(CCCCl)N1CCc2[nH]c3ccccc3c2C1,i,2
O=C(NC1CC1)c1cccc(NC(=O)C2CCC2)c1,i,13
Fc1cccc(CN2CCN(c3ncccn3)CC2)c1,i,-12
COc1cc(C(=O)NCC(c2ccco2)N2CCCC2)ccc1OCc1ccc(Cl)cc1Cl (stereo not drawn),i,2
COc1ccc(Cc2nnc(NC(=O)Cc3cccs3)s2)cc1,i,4
CCOc1cc(C(=O)N(Cc2ccccc2)c2ccc(C)cc2)ccc1OCC(=O)N1CCOCC1,i,4
O=C(Cn1cnc2ccccc21)Nc1cccc(S(=O)(=O)N2CCCC2)c1,i,-6
CCCN(CC(=O)Nc1ccc(F)c(F)c1F)C(=O)CN1C(=O)NC2(CCCCC2)C1=O,i,-2
COc1ccc(OC)c(S(=O)(=O)Nc2c(C)nn(C)c2C)c1,i,9
COc1cc2c(c(OC)c1OC)C(c1ccccc1C)CC(=O)O2 (stereo not drawn),i,3
COc1ccc(S(=O)(=O)N2CCOCC2)cc1NC(=O)CSc1nnc(C2CC2)n1C,i,4
O=C(COc1ccccc1Cl)N1N=C(c2cccs2)CC1c1ccco1 (stereo not drawn),i,-5
COc1cc2sc3cc(NCc4ccc5c(c4)OCO5)ccc3c(=O)c2cc1OC,i,4
COc1cc(OC)c(OC)cc1/C=C/c1ccnc2ccccc12,i,0
O=C(CCNS(=O)(=O)c1cccc(C(F)(F)F)c1)NCc1ccco1,i,0
Nc1ccc(S(=O)(=O)Nc2nccs2)cc1,i,14
Cc1ccc(S(=O)(=O)N2CCN(C(=O)Cn3c(=O)cnc4ccccc43)CC2)cc1,i,6
C[C@@H](NC(=O)c1[nH]cnc1C(=O)Nc1ccccc1)c1ccccc1,i,9
Cc1nc(NC(=O)COC(=O)/C=C/c2ccco2)c(Cl)cc1Cl,i,-5
CC(C)(C)OC(=O)N(CCc1ccccc1)Cc1ccc(OCc2cccc(NC(=O)C3CCCC3)c2)cc1,i,-1
O=C(NC1CC1)c1cccc(NC(=O)c2cc(S(=O)(=O)N3CCOCC3)ccc2Cl)c1,i,6
COc1ccc(S(=O)(=O)Nc2ccc3c(c2)C(=O)N([C@H](C)CO)C[C@H](C)[C@@H](CN(C)C(=O)NC2CCCCC2)O3)cc1,i,-1
Cc1ccc(NS(=O)(=O)c2ccc(Cl)c(N=Nc3c(O)[nH]c(=O)[nH]c3=O)c2)cc1Cl,i,-3
CNC(=O)c1ccc(NC(=O)CCc2c(C)noc2C)cc1,i,4
CN(NC1CC(=O)N(c2ccccc2)C1=O)c1ccccc1 (stereo not drawn),i,10
CC(C)(C)OC(=O)NCc1ccc(NC(=O)c2nc[nH]c2C(=O)NCCCCCCNC(=O)c2[nH]cnc2C(=O)Nc2ccc(CNC(=O)OC(C)(C)C)cc2)cc1,i,1
O=C1c2ccccc2C(=O)N1c1nccs1,i,-2
CCOC(=O)c1c(NC(=O)CN2C(=O)C(=O)N(C(C)C)C2=O)sc(C)c1CC,i,1
Cc1ccc(NCCN(C)C)c2c(=O)c3cc(O)ccc3sc12,i,42
COC1OC2COC(c3ccccc3)OC2C(O)C1N (stereo not drawn),i,1
O=C1c2cccc(NCCNCCO)c2C(=O)c2cccc(NCCNCCO)c21,i,19
Cn1cnc2nc[nH]c2c1=S,i,1
Cc1cc(C(=O)Cn2cc([N+](=O)[O-])ccc2=O)c(C)n1CC1CCCO1 (stereo not drawn),i,-4
O=C(COC(=O)c1ccc(O)cc1O)NC1CCCCCC1,i,17
CC[C@]12c3[nH]c4ccc(OC)cc4c3CCN1C(=O)C(CC(=O)NCc1ccco1)C[C@@H]2C(=O)N1CCN(C(=O)C2CC2)CC1 (stereo partly drawn),i,2
COc1cc2c(C#CCCCO)c(-c3ccsc3)oc(=O)c2cc1OC,i,2
N#C/C(=C/C1=C(N2CCOCC2)C(=C/c2ccc(Cl)cc2Cl)/CC1)C(=O)Nc1ccccc1F,i,-5
# Further compounds follow.
SMILES,KCNK3 inh,DYRK1A inh
Cc1ccc(NC(=O)CCCN2C(=O)NC(C)(C)C2=O)cc1,i,2
C=C(C1=CCN(S(=O)(=O)C(C)(C)C)[C@H]1CCO)c1ccccc1,i,2
CCOC(=O)c1c(NC(=O)C2CCCN2S(=O)(=O)c2cccc3nsnc23)sc(C)c1C (stereo not drawn),i,0
Cc1cccc(C(=O)OCC(=O)c2csc(N3CCCCC3)n2)c1[N+](=O)[O-],i,0
O=C(NCc1ccc(Cl)cc1Cl)c1ccccn1,i,-19
CCCCc1ccc(NC(=O)Cn2c(=O)c(N3CCCCC3)c(N)n(C)c2=O)cc1,i,-5
CN(C(=O)c1cccc(NC(=O)Cc2ccc(NC(=O)C3CCCN(C(=O)C4CC4)C3)cc2)c1)C1CC1 (stereo not drawn),i,-3
CC[C@H](C)[C@@H]1NC(=O)[C@H]([C@@H](C)CC)NC(=O)[C@@H](CC(C)C)NC(=O)[C@H](Cc2ccccc2)NC(=O)[C@H](Cc2ccccc2)NC(=O)[C@@H]2CCCN2C(=O)[C@@H]2CCCN2C(=O)[C@H](C(C)C)NC(=O)[C@H](CC(C)C)NC1=O,i,36
c1ccc(CCCCc2ccncc2)cc1,i,-7
CS(=O)(=O)c1ccc(-c2sc3ccccc3c2C#CCCO)cc1,i,6
CN(Cc1ccco1)C(=O)CN1C(=O)NC2(CCCC2)C1=O,i,0
CN(C(=O)c1ccc(NC(=O)Cc2ccc(NC(=O)C3CCN(C(=O)C4CC4)CC3)cc2)cc1)C1CC1,i,-13
CN1C[C@H]2CON(C)[C@H]2C[C@H]1c1cccc(N2CCOCC2)c1,i,0
CC1(c2ccc3c(c2)OCCCO3)NC(=O)N(CC(=O)NCCc2ccccc2)C1=O (stereo not drawn),i,-1
COc1ccc(OCC(=O)Nc2ccc3c(c2)CCC3)cc1,i,3
COc1cc2cc(Oc3ccc4ccc(=O)oc4c3)c(=O)oc2cc1O[C@@H]1O[C@H](CO)[C@@H](O)[C@H](O)[C@H]1O,i,1
COc1cc(CC(=O)Nc2cc(S(=O)(=O)N3CCOCC3)ccc2N2CCCC2)cc(OC)c1OC,i,-4
CN(Cc1ccccc1)C(=O)c1ccc(S(=O)(=O)N(C)c2ccccc2)cc1,i,-1
Cc1ccccc1-c1cc(C(=O)NCc2ccco2)nn1CC1CC(c2cccc([N+](=O)[O-])c2)=NO1 (stereo not drawn),i,2
C[C@H]1CN([C@@H](C)CO)C(=O)c2cc(NS(=O)(=O)c3ccc(F)cc3)ccc2O[C@H]1CN(C)S(=O)(=O)c1cn(C)cn1,i,-5

# Next part; the last 7 above are carried over.
SMILES,KCNK3 inh,DYRK1A inh
CC1(c2ccc3c(c2)OCCCO3)NC(=O)N(CC(=O)NCCc2ccccc2)C1=O (stereo not drawn),i,-1
COc1ccc(OCC(=O)Nc2ccc3c(c2)CCC3)cc1,i,3
COc1cc2cc(Oc3ccc4ccc(=O)oc4c3)c(=O)oc2cc1O[C@@H]1O[C@H](CO)[C@@H](O)[C@H](O)[C@H]1O,i,1
COc1cc(CC(=O)Nc2cc(S(=O)(=O)N3CCOCC3)ccc2N2CCCC2)cc(OC)c1OC,i,-4
CN(Cc1ccccc1)C(=O)c1ccc(S(=O)(=O)N(C)c2ccccc2)cc1,i,-1
Cc1ccccc1-c1cc(C(=O)NCc2ccco2)nn1CC1CC(c2cccc([N+](=O)[O-])c2)=NO1 (stereo not drawn),i,2
C[C@H]1CN([C@@H](C)CO)C(=O)c2cc(NS(=O)(=O)c3ccc(F)cc3)ccc2O[C@H]1CN(C)S(=O)(=O)c1cn(C)cn1,i,-5
CC1CCCC(NC(=O)c2cccc(S(=O)(=O)NCc3ccccc3)c2)C1C (stereo not drawn),i,11
Cc1ccc(-n2ncc3c(=O)n(CC(=O)NCC4CCCO4)cnc32)cc1 (stereo not drawn),i,-3
O=C(OCc1ccccc1)N(CCF)c1cn(Cc2ccccc2)c(=O)n(Cc2ccccc2)c1=O,i,4
COc1ccccc1CNC(=O)c1cccc(S(=O)(=O)N2CCN(c3ccc(F)cc3)CC2)c1,i,2
CSCCC(NC(=O)c1ccco1)C(=O)NC1CCC(C)CC1 (stereo not drawn),i,-2
CC1(c2ccccc2Br)NC(=O)N(CC(=O)N2CCc3ccccc3C2)C1=O (stereo not drawn),i,-3
CC(C)CN1C(=O)C(=O)N(CC(=O)N(C)CC(=O)Nc2ccc(F)cc2)C1=O,i,1
Cc1cccc(N2CCN(CC(=O)N(C3CCCC3)C3CCS(=O)(=O)C3)CC2)c1C (stereo not drawn),i,2

# This is a subset; the hit share may differ from the screen's.
